Source: PubChem (several laboratories)
NR5A2 inv ag: NR5A2 inverse agonism in reporter assay; HEK293T StAR-luciferase reporter, LRH-1 transfected, 24 h; AID 602396; 360,000 compounds, 0.13% hits; inhibition, % at 3.6 µM;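 active means inhibition above the mean inhibition of all tested compounds plus 3 SD, cut at about 73% in these data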;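 further: 0% = DMSO wells and 100% = reporter-only cells lacking LRH-1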
Target sequence (O00482 whole entry, looked up): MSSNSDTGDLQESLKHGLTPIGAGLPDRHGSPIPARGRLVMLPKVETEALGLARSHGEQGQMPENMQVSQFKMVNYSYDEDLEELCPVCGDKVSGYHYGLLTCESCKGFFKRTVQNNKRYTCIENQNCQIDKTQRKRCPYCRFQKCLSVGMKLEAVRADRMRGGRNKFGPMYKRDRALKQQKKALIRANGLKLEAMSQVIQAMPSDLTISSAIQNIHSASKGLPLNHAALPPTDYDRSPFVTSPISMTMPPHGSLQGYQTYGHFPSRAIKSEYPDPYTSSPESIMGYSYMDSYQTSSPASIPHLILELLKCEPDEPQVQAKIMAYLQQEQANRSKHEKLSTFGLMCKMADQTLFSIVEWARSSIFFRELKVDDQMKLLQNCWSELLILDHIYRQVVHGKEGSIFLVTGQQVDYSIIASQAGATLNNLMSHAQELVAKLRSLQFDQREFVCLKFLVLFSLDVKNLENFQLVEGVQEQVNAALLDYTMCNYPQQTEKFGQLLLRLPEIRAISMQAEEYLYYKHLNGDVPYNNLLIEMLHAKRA
TROY signal inh: inhibitors of TROY-dependent NF-kB signaling; AID 1347056; 360,000 compounds, 0.98% hits; inhibition, % at 10 µM; Q293 LMP1-TROYcd NF-kB luciferase reporter, 4 h;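 active means compounds whose plate-normalised and pattern-corrected inhibition of the luciferase reporter signal at the single screening dose is 50% or more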
Shn3 inh set2: inhibitors of Schnurri-3 3'UTR reporter in osteoblasts | Clone20 osteoblast Shn3 3'UTR firefly luciferase, 24 h | inhibition, % at 12.5 µM | 360,000 compounds, 0.52% hits;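 active means mean inhibition of at least 75% with every replicate also reaching 75%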;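 further: 0% = median of neutral control wells and 100% = pilot-screen positive control compound; some compounds past the cut are filed as inactive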
COUP-TFII inh: NR2F2 (human) inhibition, primary screen; P24468; HEK293T NGFI-A luciferase reporter, luminescence; inhibition, % at 8.6 µM; 370,000 compounds, 0.7% hits; AID 686940;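 active means inhibition above a per-plate cutoff, mean inhibition of test wells between control levels plus 3 SD, cut at about 38% in these data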;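 further: cells cotransfected with COUP-TFII expression vector driving the NGFI-A reporter; 0% = median of COUP-TF2 test wells and 100% = reporter-only cells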
Target sequence (P24468 whole entry, looked up): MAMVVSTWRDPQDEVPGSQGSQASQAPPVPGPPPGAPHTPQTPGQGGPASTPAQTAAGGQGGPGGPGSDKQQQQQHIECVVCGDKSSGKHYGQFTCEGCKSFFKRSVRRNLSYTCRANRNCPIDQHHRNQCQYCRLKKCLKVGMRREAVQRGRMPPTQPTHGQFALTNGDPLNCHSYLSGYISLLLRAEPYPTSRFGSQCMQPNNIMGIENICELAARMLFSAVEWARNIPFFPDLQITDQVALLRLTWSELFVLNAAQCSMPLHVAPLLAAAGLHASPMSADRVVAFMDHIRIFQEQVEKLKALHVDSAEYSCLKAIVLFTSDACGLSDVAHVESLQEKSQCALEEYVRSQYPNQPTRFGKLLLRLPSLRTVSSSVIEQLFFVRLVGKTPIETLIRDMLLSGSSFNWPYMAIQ
TWEAK-Fn14 inh: inhibitors of TWEAK-Fn14 interaction signaling; TWEAK-stimulated Fn14 reporter cells, luciferase luminescence, 8 h; inhibition, % at 10 µM; 360,000 compounds, 2% hits; AID 1159606; in the data active means inhibition above about 50%
C8 TRAIL sens: caspase-8 TRAIL sensitization; NB7+C8 cells + TRAIL, ATPlite viability luminescence; inhibition (viability loss, TRAIL sensitization), % at 10 µM; 360,000 compounds, 1% hits; AID 624354;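 active means compounds causing at least 50% loss of cell viability in the single-dose screen, relative to plate controls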
An asterisk follows results filed as active.

Results for CC/C(=C\C=C\[C@@H]1C=C[C@@H]2CCC[C@H]2[C@@H]1C(=O)c1ccc[nH]1)[C@@H]1O[C@@H]([C@@H](C)C(=O)O)CC[C@@H]1C ?
Shn3 inh set2: 4

Results for Cc1ccc(OC(=O)N(C)C[C@@H]2OCc3ccccc3-c3c(n(C)c4ccccc34)C(=O)N([C@H](C)CO)C[C@H]2C)cc1 ?
COUP-TFII inh: 16

How did C=C(C=O)CC1CC(O)[C@]2(C)OC3CC4OC5C[C@]6(C)O[C@]7(C)CCC8OC9C[C@]%10(C)OC%11C(C)=CC(=O)OC%11CC%10OC9C[C@@H](C)C8OC7CC6O[C@]5(C)C/C=C\C4OC3CC2O1 (some centres undefined) do in these assays?
COUP-TFII inh: 76*

How did CC[C@H](C)[C@@H]1OC(=O)[C@H](C(C)C)N(C)C(=O)[C@H](C(C)C)NC(=O)[C@@H](C)[C@@H](CCCC#CBr)OC(=O)[C@H](C(C)C)N(C)C(=O)C2CCCN2C1=O (some centres undefined) do in these assays?
COUP-TFII inh: 25

How did N#Cc1ccc2nc(-c3ccc(CN4CCC(n5c(=O)[nH]c6cc(Cl)ccc65)CC4)cc3)c(-c3ccccc3)nc2c1 do in these assays?
COUP-TFII inh: -7

How did CC(=O)N1c2ccccc2C(c2ccccc2)=NCC1C(=O)NCc1ccccc1 (centres undefined) do in these assays?
COUP-TFII inh: -18

What do the screens show for `CN1C[C@H](O)[C@H]2C[C@@H]1c1ccccc1O2`?
COUP-TFII inh: -14

Results for CN1C(=O)NC(=O)/C(=C\C=C\c2ccccc2[N+](=O)[O-])C1=O ?
COUP-TFII inh: 9

Results for CCOC(=O)c1c(N)n(Cc2ccc(OC)cc2)c2nc3ccccc3nc12 ?
COUP-TFII inh: 9

What do the screens show for `O=c1[nH]c(=O)n(-c2ccccc2)c(O)c1C=NC12CN3CN(CN(C3)C1)C2`?
COUP-TFII inh: -23

How did COc1ccc2nc(-c3ccc(CN4CCC(n5nnc6ccccc65)CC4)cc3)c(-c3ccccc3)nc2c1 do in these assays?
COUP-TFII inh: 19

Results for Brc1csc(N2CCNCC2)n1 ?
COUP-TFII inh: -3

What do the screens show for `Oc1ccc2c3c1O[C@H]1c4[nH]c5c(c4CC4(O)C(C2)N(CC2CC2)CCC314)CC1(O)[C@H]2Cc3ccc(O)c4c3[C@@]1(CCN2CC1CC1)C5O4` (some centres undefined)?
COUP-TFII inh: -2

What do the screens show for `COP(=O)(OC)C(C)NC(=O)OCc1ccccc1` (centres undefined)?
COUP-TFII inh: 20

How did Cc1ccc(C(=O)N[C@@H](C)CN2C3=NC[C@@H](Cc4ccccc4)N3C[C@H]2Cc2ccc(O)cc2)cc1Br do in these assays?
COUP-TFII inh: -3

How did CN1C2CCC1C(C(=O)Oc1ccccc1)C(c1ccc(Cl)cc1)C2 (centres undefined) do in these assays?
COUP-TFII inh: 1

Results for Cc1cc(N2CCNC[C@@H]2C)ccc1N1CC[C@H](O)C1 ?
COUP-TFII inh: 15

How did CC(NC(=O)OCc1ccccc1)P(=O)(Oc1ccccc1)Oc1ccccc1 (centres undefined) do in these assays?
COUP-TFII inh: -16

How did c1ccc(-c2nc3ccccc3nc2-c2ccc(CN3CCC(n4nnc5ccccc54)CC3)cc2)cc1 do in these assays?
COUP-TFII inh: 26

Results for COC(=O)C1=C(c2ccc(OC(F)(F)F)cc2)C[C@@H]2CC[C@H]1N2C(=O)N1CCc2cc(OC)c(OC)cc2C1 ?
COUP-TFII inh: 15

Brought forward from above: two entries; new compounds follow.
How did c1ccc(-c2nc3ccccc3nc2-c2ccc(CN3CCC(n4nnc5ccccc54)CC3)cc2)cc1 do in these assays?
COUP-TFII inh: 26

Results for COC(=O)C1=C(c2ccc(OC(F)(F)F)cc2)C[C@@H]2CC[C@H]1N2C(=O)N1CCc2cc(OC)c(OC)cc2C1 ?
COUP-TFII inh: 15

How did O=S(=O)(c1ccccc1)N1CCC2CCNC2C1 (centres undefined) do in these assays?
COUP-TFII inh: 13

How did COc1ccccc1[As](=O)(O)CC(O)COc1ccc(Cl)cc1Cl (centres undefined) do in these assays?
COUP-TFII inh: 3

What do the screens show for `CN1C2(C)c3ccccc3C1(c1ccccc1)c1ccccc12`?
COUP-TFII inh: 14

What do the screens show for `N#CC1c2ccccc2-n2nncc2CN1C(=O)c1cccnc1` (centres undefined)?
COUP-TFII inh: -11

How did O=C(NCCN1CCC2(CC1)C(=O)NCN2c1ccccc1)c1ccccc1F do in these assays?
COUP-TFII inh: -6

Results for CC(C)S(=O)(=O)N1Cc2ccc(Br)cc2-n2nncc2C1 ?
COUP-TFII inh: 12

What do the screens show for `O=C(O)c1cc2ccccc2n1C1CCN(Cc2ccccc2)CC1`?
COUP-TFII inh: -15

How did CCN1CCN(Cc2nnnn2C(C)(C)C)CC1 do in these assays?
COUP-TFII inh: -9

How did S=P(c1ccccc1)(c1ccccc1)c1cnc2ccccn12 do in these assays?
COUP-TFII inh: 13

Results for Cc1ccc2nc(-c3ccc(CN4CCC(n5nnc6ccccc65)CC4)cc3)c(-c3ccccc3)nc2c1 ?
COUP-TFII inh: 45*

What do the screens show for `COc1cc2c(c3oc4cccc(O)c4c(=O)c13)[C@@H]1C=CO[C@@H]1O2`?
COUP-TFII inh: -24

Results for O=C(NCCN1CCC2(CC1)C(=O)NCN2c1ccccc1)c1cccc(F)c1 ?
COUP-TFII inh: 0

How did S=P(c1ccccc1)(c1ccccc1)c1c[n+](Cc2ccccc2)c2ccccn12 do in these assays?
COUP-TFII inh: 16

Results for COC(=O)C1=C[C@H]([C@@H](C)[C@H](OC)c2ccccc2Br)[C@@H]2[C@H]1c1ccccc1N2C ?
COUP-TFII inh: 21

Results for COc1cccc(C(=O)NCCN2CCC3(CC2)C(=O)NCN3c2ccccc2)c1 ?
COUP-TFII inh: 6

What do the screens show for `O=c1[nH]c2cc(Cl)ccc2n1C1CCN(Cc2ccc(-c3nc4ccc(F)cc4nc3-c3ccccc3)cc2)CC1`?
COUP-TFII inh: 9

How did N#CCCC#N do in these assays?
COUP-TFII inh: -3

Results for Cc1ccccc1CCC[C@@H](CC1CCCCC1)CN(C)C(=O)Oc1ccccc1 ?
COUP-TFII inh: 1

How did O=C(NCCN1CCC2(CC1)C(=O)NCN2c1ccccc1)c1cccs1 do in these assays?
COUP-TFII inh: -13

Results for c1ccc2c3c(ccc2c1)OCC1CONC31 (centres undefined) ?
COUP-TFII inh: -4

Results for c1ccc(Cc2cnc(N3CCNCC3)nc2)cc1 ?
COUP-TFII inh: 3

How did CS(=O)(=O)N1CCC2CCNC2C1 (centres undefined) do in these assays?
COUP-TFII inh: 9

What do the screens show for `C=CCN(CC=C)Cc1c[nH]c2ccccc12`?
COUP-TFII inh: 8

What do the screens show for `COC(=O)C1CC(OC(C)=O)C(=O)[C@H]2C1(C)CC[C@H]1C(=O)OC(c3ccoc3)CC12C` (some centres undefined)?
COUP-TFII inh: -1

Results for CO[C@H]([C@H](C)/C=C/N(C)C=O)[C@@H](C)C(=O)CC[C@H](C)[C@H](O)[C@H](C)[C@H]1OC(=O)/C=C/C(C)=C/[C@H](O)[C@H](OC)C[C@@H]2C=CC[C@@H](C[C@H](OC)[C@@]3(CO3)[C@@H](OC)C[C@@H](OC)[C@@H]1C)O2 ?
COUP-TFII inh: -21

How did COc1ccccc1N1C(=O)NC(=O)/C(=C/c2ccc([N+](=O)[O-])s2)C1=O do in these assays?
COUP-TFII inh: 4

Results for Cc1ccc(N2Cc3ccccc3-n3nncc3C2)cc1 ?
COUP-TFII inh: 0

Results for CCCN1CCC[C@@H]2Cc3nc(N)ncc3C[C@H]21 ?
COUP-TFII inh: -21

How did Cn1cc2c([N+](=O)[O-])cc([N+](=O)[O-])cc2n1 do in these assays?
COUP-TFII inh: 9

How did CC(C)(C)C(=O)NC1CCSC1=O (centres undefined) do in these assays?
COUP-TFII inh: 6

How did O=C(O)CCl do in these assays?
COUP-TFII inh: 13

What do the screens show for `CCC(=O)[C@@H](C)[C@@H](O)[C@H](C)C[C@@H](C)C1OC(=O)C[C@@]2(O)CC=C(C)C(O2)C(C)=CCCC[C@H](O[C@H]2C[C@@H](OC(N)=O)[C@H](O)[C@@H](C)O2)C=C[C@H](C)C[C@H]1C` (some centres undefined)?
NR5A2 inv ag: 85*; TROY signal inh: 29; TWEAK-Fn14 inh: 89*; C8 TRAIL sens: 46

Results for CN(Cc1cccc(-c2ccncc2)c1)C(=O)Oc1ccccc1Cl ?
NR5A2 inv ag: 37; TROY signal inh: 49; TWEAK-Fn14 inh: 75*; C8 TRAIL sens: 9

Some of these compounds in order of SMILES length, smallest number first.
Results for Brc1csc(N2CCNCC2)n1 ?
COUP-TFII inh: -3

Results for CCCN1CCC[C@@H]2Cc3nc(N)ncc3C[C@H]21 ?
COUP-TFII inh: -21

How did COc1ccccc1[As](=O)(O)CC(O)COc1ccc(Cl)cc1Cl (centres undefined) do in these assays?
COUP-TFII inh: 3

Results for CCOC(=O)c1c(N)n(Cc2ccc(OC)cc2)c2nc3ccccc3nc12 ?
COUP-TFII inh: 9

Results for Cc1ccccc1CCC[C@@H](CC1CCCCC1)CN(C)C(=O)Oc1ccccc1 ?
COUP-TFII inh: 1

What do the screens show for `COc1cc2c(c3oc4cccc(O)c4c(=O)c13)[C@@H]1C=CO[C@@H]1O2`?
COUP-TFII inh: -24

How did COc1ccccc1N1C(=O)NC(=O)/C(=C/c2ccc([N+](=O)[O-])s2)C1=O do in these assays?
COUP-TFII inh: 4

Results for Cc1ccc2nc(-c3ccc(CN4CCC(n5nnc6ccccc65)CC4)cc3)c(-c3ccccc3)nc2c1 ?
COUP-TFII inh: 45*

How did Cc1ccc(C(=O)N[C@@H](C)CN2C3=NC[C@@H](Cc4ccccc4)N3C[C@H]2Cc2ccc(O)cc2)cc1Br do in these assays?
COUP-TFII inh: -3

What do the screens show for `Oc1ccc2c3c1O[C@H]1c4[nH]c5c(c4CC4(O)C(C2)N(CC2CC2)CCC314)CC1(O)[C@H]2Cc3ccc(O)c4c3[C@@]1(CCN2CC1CC1)C5O4` (some centres undefined)?
COUP-TFII inh: -2

How did CC[C@H](C)[C@@H]1OC(=O)[C@H](C(C)C)N(C)C(=O)[C@H](C(C)C)NC(=O)[C@@H](C)[C@@H](CCCC#CBr)OC(=O)[C@H](C(C)C)N(C)C(=O)C2CCCN2C1=O (some centres undefined) do in these assays?
COUP-TFII inh: 25

How did C=C(C=O)CC1CC(O)[C@]2(C)OC3CC4OC5C[C@]6(C)O[C@]7(C)CCC8OC9C[C@]%10(C)OC%11C(C)=CC(=O)OC%11CC%10OC9C[C@@H](C)C8OC7CC6O[C@]5(C)C/C=C\C4OC3CC2O1 (some centres undefined) do in these assays?
COUP-TFII inh: 76*

Not all compounds are listed, so the mix of outcomes need not match the whole.
